ssDAF-12 act: S. stercoralis DAF-12 nuclear receptor activators, primary screen, cell-based, luminescence, HEK293, GRIP1 co-expression, lit1-tk-luc | Nuclear hormone receptor DAF-12 (Strongyloides stercoralis) | HEK293 ssDAF-12/GRIP1 lit1-tk-luc reporter; % of 3 µM dafachronic acid response | activation, % at 6.8 µM | 370,000 tested, 1% active | AID 652126, 2013;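 active means activation above the mean over all tested compounds plus 3 SD, cut at about 0.9% in these data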;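 further: 0% = DMSO-only wells and 100% = 3 µM delta7-dafachronic acid wells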
ADAM10 inh: human ADAM10 inhibitors, primary screen, biochemical, QFRET, HTS; inhibition, % at 7 µM; Disintegrin and metalloproteinase domain-containing protein 10 (Homo sapiens), O14672; 370,000 tested, 0.62% active; recombinant ADAM10, EDANS/DABCYL FRET peptide cleavage, 3 h;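 active means inhibition above a per-campaign cutoff equal to the mean of compounds falling between control-based bounds plus 3 SD, cut at about 20% in these data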;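 further: 0% = DMSO wells while the 100% control is not disclosed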
hgDAF12 agonist: H. glycines DAF-12 receptor agonists, primary screen, cell-based, luminescence, HEK293, GAL4 fusion, UAS-luciferase. activation, % at 6.8 µM. Nuclear hormone receptor DAF-12 (Heterodera glycines), GAL4 fusion. 370,000 tested, 1.8% active. HEK293 GAL4-hgDAF12 UAS-luciferase reporter, agonist luminescence; normalized to butyrate control;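 active means activation above a cutoff set at the mean of all screened compounds plus 3 SD, cut at about 10% in these data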;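 further: 0% = DMSO wells and 100% = sodium butyrate wells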
FXN GAA850 act: FXN promoter activators, primary screen, cell-based, luciferase luminescence, HEK293 lucGAA850; HEK293 lucGAA850 FXN promoter luciferase reporter, 24 h; percent of 10 µM SAHA response; activation, % at 6 µM; 360,000 tested, 0.56% active;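 active means activation above the average of all compounds screened plus 3 SD, cutoff fixed separately per campaign, cut at about 7.5% in these data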;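 further: 0% = DMSO wells and 100% = 10 µM SAHA wells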
hcDAF-12 act: H. contortus DAF-12 nuclear receptor activators, primary screen, cell-based, luminescence, HEK293, lit1-tk-luc reporter; HEK293 hcDAF-12 lit1-tk-luc reporter; 0% DMSO, 100% Δ7-dafachronic acid; activation, % at 6.8 µM; 370,000 tested, 1.4% active;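 active means activation above the mean of all tested compounds plus 3 SD, cut at about 5.5% in these data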;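 further: 100% = response to 3 µM Δ7-dafachronic acid high control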
DAX1 inh-1: DAX1 (NR0B1) inhibitors, primary screen, cell-based, HEK293, Gal4-DAX1, luciferase luminescence. Nuclear receptor subfamily 0 group B member 1 (Homo sapiens), P51843. HEK293 Gal4-DAX1 luciferase reporter. inhibition, % at 6.75 µM. 340,000 tested, 0.99% active. AID 504766, 2011;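 active means inhibition above the mean over all tested compounds plus 3 SD, cut at about 4.2% in these data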;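 further: 0% = DAX1-transfected cells with DMSO and 100% = empty-vector control cells with DMSO; inhibition shows as a rise in luminescence from relieved DAX1 repression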
Target sequence (P51843 207-470 limits assumed): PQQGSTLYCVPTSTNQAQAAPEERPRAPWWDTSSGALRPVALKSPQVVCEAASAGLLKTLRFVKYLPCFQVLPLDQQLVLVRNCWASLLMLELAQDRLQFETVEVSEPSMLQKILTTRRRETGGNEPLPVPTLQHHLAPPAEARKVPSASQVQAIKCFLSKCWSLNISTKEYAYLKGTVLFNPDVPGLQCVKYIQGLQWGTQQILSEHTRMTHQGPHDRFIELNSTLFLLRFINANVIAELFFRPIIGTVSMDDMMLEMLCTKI
PLC-gamma1 inh: PLC-gamma1 enzyme inhibitors, primary screen, biochemical, fluorescence, purified enzyme | 370,000 tested, 0.84% active | inhibition, % at 12.2 µM | fluorogenic substrate | 1-phosphatidylinositol 4,5-bisphosphate phosphodiesterase gamma-1 (Homo sapiens), P19174; in the data active means inhibition above about 9.5%
PLCb3 inh: human PLC-beta3 inhibitors, primary screen, biochemical, fluorescence; Purified PLC-beta3, fluorogenic substrate; inhibition, % at 12.2 µM; 1-phosphatidylinositol 4,5-bisphosphate phosphodiesterase beta-3 (Homo sapiens), Q01970; 370,000 tested, 0.18% active; in the data active means inhibition above about 11%;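 further: 0% = median of compound wells on plate and 100% = full blocker control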
sPLA2-III inh: human group III sPLA2 inhibitors, primary screen, biochemical, QFRET, BODIPY PC-A2 liposome substrate. Group 3 secretory phospholipase A2 (Homo sapiens), Q9NZ20. QFRET BODIPY PC-A2 liposome hydrolysis, fluorescence. inhibition, % at 12.2 µM. 370,000 tested, 0.56% active;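 active means inhibition above mean plus 3 SD of compounds lying within the high and low control bounds, cut at about 19% in these data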;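 further: 0% = median of test compound wells and 100% = no enzyme DMSO wells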
Target sequence (Q9NZ20 whole entry, looked up): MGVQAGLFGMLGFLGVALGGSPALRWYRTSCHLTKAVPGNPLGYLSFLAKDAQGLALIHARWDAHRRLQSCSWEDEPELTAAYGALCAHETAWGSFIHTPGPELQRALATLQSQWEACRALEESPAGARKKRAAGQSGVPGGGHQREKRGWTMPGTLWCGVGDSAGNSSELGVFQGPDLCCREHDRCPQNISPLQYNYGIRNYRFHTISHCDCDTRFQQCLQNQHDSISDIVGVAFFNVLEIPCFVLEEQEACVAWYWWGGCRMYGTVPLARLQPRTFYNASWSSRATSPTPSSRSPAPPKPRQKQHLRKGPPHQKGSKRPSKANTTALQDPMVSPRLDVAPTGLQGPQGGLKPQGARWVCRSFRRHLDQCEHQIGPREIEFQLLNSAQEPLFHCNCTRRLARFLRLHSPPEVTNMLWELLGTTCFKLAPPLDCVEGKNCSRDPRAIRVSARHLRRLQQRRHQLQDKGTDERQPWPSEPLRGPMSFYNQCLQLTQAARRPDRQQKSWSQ
DAX1 inh-2: DAX1 (NR0B1) inhibitors on StAR promoter, primary screen, cell-based, luminescence, SF-1 (NR5A1), full-length DAX-1; HEK293T StAR-luciferase reporter, SF-1/DAX-1 repression relief; 370,000 tested, 1.1% active; AID 652010, 2013; inhibition, % at 6.8 µM;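 active means inhibition above the mean over all tested compounds plus 3 SD, cut at about 3.6% in these data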;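 further: 0% = DAX-1 cells with DMSO and 100% = cells lacking DAX-1 with DMSO; higher inhibition means more luminescence from relief of DAX-1 repression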
ADAM17 inh: ADAM17 inhibitors, primary screen, biochemical, QFRET; Disintegrin and metalloproteinase domain-containing protein 17 (Homo sapiens), P78536; recombinant ADAM17, EDANS/DABCYL FRET peptide cleavage; inhibition, % at 6.95 µM; 370,000 tested, 0.83% active; AID 720648, 2013;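 active means inhibition above the mean of compounds lying between control limits plus 3 SD, set per campaign, cut at about 8.5% in these data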;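 further: 0% = DMSO-only wells as the low control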
Active calls of the source: *; . = no result given.

SMILES | ssDAF-12 act | ADAM10 inh | hgDAF12 agonist | FXN GAA850 act | hcDAF-12 act | DAX1 inh-1 | PLC-gamma1 inh | PLCb3 inh | sPLA2-III inh | DAX1 inh-2 | ADAM17 inh
O=C(CCCN=C1NS(=O)(=O)c2ccccc21)OCC(=O)c1ccc(Br)cc1 | -0.8 | 0 | 1.1 | 0.5 | 1.7 | 0.6 | -2 | -4 | -14 | -0.6 | 0
Cc1ccc([N+](=O)[O-])cc1S(=O)(=O)Nc1ccc(-c2ccc(N3CCCC3)nn2)cc1 | -0.5 | 4 | -0.4 | 2.2 | 0.2 | -0.2 | -2 | -4 | -26 | -0.1 | 4
CCn1c(=O)cc(OCC(=O)N(C)c2ccccc2F)c2ccccc21 | -0.9 | -8 | 3.6 | -0.8 | -1.6 | 0.9 | -2 | -7 | 4 | 0.2 | -6
COC(=O)c1ccc(Cc2ccc(C(=O)OC)o2)o1 | -1.4 | 1 | -0.5 | 1.5 | -1.1 | 0.7 | 0 | -1 | 2 | -0.1 | -1
Cc1ccc2c(c1)c1ncnc(N3CCc4ccccc4C3)c1n2C | -0.7 | -467 | 2.4 | . | 1.6 | . | -156 | -220 | -1 | -0.3 | -123
CC1CCN(S(=O)(=O)N2CCC(C(=O)NCCc3ccccc3)CC2)CC1 | -0.8 | 1 | 1.6 | 0.6 | -1.1 | 0.5 | -1 | -11 | -4 | 0.3 | -1
CN(Cc1nc2ccccc2s1)C(=O)c1ccc(F)cc1 | 1.1* | 0 | -0.1 | 0.8 | 2.4 | -0.5 | 1 | -2 | 0 | 0.2 | 2
O=C(CN1C(=O)C2C3C=CC(C3)C2C1=O)Nc1nc2ccccc2[nH]1 (centres undefined) | -0.7 | 5 | 2.0 | 1.6 | -0.4 | -0.7 | 3 | 1 | 8 | 0.3 | -2
O=C(O)COc1ccc(/C=N/NC(=O)c2cccc3ccccc23)cc1 | -1.1 | -4 | 1.5 | 0.8 | -1.0 | 1.3 | -3 | -8 | 9 | -0.2 | -1
CN(CC(=O)Nc1cccc(F)c1)C(=O)c1ccc(N2CCCC2)c([N+](=O)[O-])c1 | -1.8 | -3 | -4.2 | -1.2 | -1.1 | -2.4 | 3 | -5 | 0 | -1.0 | -2
O=C(CCCc1c[nH]c2ccccc12)Nc1ccc2ccccc2c1 | -0.4 | 8 | 6.2 | 2.1 | 1.2 | 0.8 | 0 | 2 | -95 | 0.6 | 10*
Cc1ccc(C)c(S(=O)(=O)NCc2ccc3c(c2)OCO3)c1 | -1.6 | -4 | -0.8 | 2.7 | -0.4 | 1.1 | 1 | -8 | 6 | 0.2 | 0
COc1ccc(S(=O)(=O)N(CC(=O)NCc2ccco2)c2ccccc2OC)cc1 | -0.6 | -10 | -1.5 | 0.5 | -0.4 | 0.1 | -1 | -9 | -2 | -0.2 | -6
CCC1CN(C(=O)NCc2ccc(C)cc2)c2ccccc2O1 (centres undefined) | -0.3 | 2 | -0.9 | -0.4 | -0.3 | 0.0 | 0 | -7 | 1 | -0.6 | -4
CCCCCCCC1CC(=O)C=C(C)C1C(=O)OCC (centres undefined) | -1.1 | 0 | 1.8 | 1.3 | -2.1 | . | 2 | -6 | 5 | 0.1 | -3
CCCn1c(N)c(C(=O)CSc2nnc(-c3cccnc3)n2-c2ccc(C)cc2C)c(=O)[nH]c1=O | -1.0 | 4 | 0.2 | 2.0 | 0.5 | 0.2 | -4 | -3 | -7 | 0.1 | -1
O=C(CCC(=O)N(CC(=O)NC1CCCCC1)c1ccc(F)cc1)Nc1nccs1 | -0.9 | 0 | 2.2 | -1.9 | 1.9 | 1.9 | 1 | 1 | 2 | -0.3 | -1
CC1=Nn2c(nc(-c3ccccc3)c2-c2ccccc2)N(CC(N)=O)C(=O)C1 | -0.6 | -1 | 0.6 | 0.9 | -0.1 | -0.1 | -2 | 0 | -11 | -0.8 | 0
CCOC(=O)c1sc(N)c(C#N)c1CSc1nc2ccc(C)cc2[nH]1 | -1.0 | 3 | -5.5 | 0.7 | 0.9 | -0.4 | 0 | -6 | -13 | -0.7 | 0
O=C(CCCC(=O)N(c1cccc(F)c1)C(C(=O)NC1CCCC1)c1ccc(O)cc1)Nc1ccccn1 (centres undefined) | -0.9 | -2 | 0.2 | -1.1 | -1.5 | -0.5 | -2 | -9 | -11 | 0.3 | -1
COc1ccc([N+](=O)[O-])cc1NC(=O)Cn1ccc(C(F)(F)F)n1 | -2.1 | 5 | -1.7 | -1.6 | -2.5 | 0.8 | 1 | 0 | -3 | -0.4 | 0
Cc1ccc(CCNC(=O)C2CC(c3ccccc3C(F)(F)F)=NO2)cc1 (centres undefined) | -1.5 | 1 | 0.0 | 1.9 | -0.4 | 0.1 | 0 | 0 | -2 | -0.8 | -3
COCc1nnc(NC(=O)c2ccc(S(=O)(=O)N(C)c3ccccc3)cc2)o1 | -1.3 | -4 | -0.8 | 1.9 | -0.4 | -0.4 | 0 | 0 | -8 | -0.4 | 1
O=C(Nc1ccc2nc3n(c(=O)c2c1)CCCC3)c1cncc(Br)c1 | -1.6 | -22 | -0.8 | 1.5 | -1.1 | -1.5 | -8 | -10 | -1 | -0.3 | -5
COc1cccc(/C=C/C(=O)OCC(=O)Nc2ccc(S(=O)(=O)N3CCCC3)cc2)c1 | -1.9 | -61 | -0.7 | 1.8 | -1.5 | 0.0 | -47 | -57 | -31 | 0.3 | -18
More structures.
SMILES | ssDAF-12 act | ADAM10 inh | hgDAF12 agonist | FXN GAA850 act | hcDAF-12 act | DAX1 inh-1 | PLC-gamma1 inh | PLCb3 inh | sPLA2-III inh | DAX1 inh-2 | ADAM17 inh
COC(=O)[C@]12C[C@H](CC(=O)N3CCOCC3)C(=O)N(Cc3ccco3)C1=C[C@H](COCc1ccccc1)O[C@@H]2C | -0.5 | 1 | -3.5 | . | 1.8 | . | -1 | 1 | -1 | -0.7 | -1
CCCC[C@@H]1CCCO[C@@](C(=O)NCc2ccc(C)o2)(C(F)(F)F)C1 | -1.7 | 5 | 1.4 | 2.2 | 0.6 | 0.5 | -1 | 0 | 0 | 0.0 | 2
CCOC(=O)Cn1nnnc1CN(Cc1ccc(OC)cc1)Cc1cc2cc(C)cc(C)c2[nH]c1=O | -1.1 | -1 | -1.6 | 1.0 | -1.9 | -0.5 | 2 | 2 | 2 | 0.0 | 4
O=C(/C=C/c1cccs1)Nc1ccc(S(=O)(=O)Nc2ncccn2)cc1 | -1.3 | 5 | -3.9 | 1.1 | 3.3 | -1.3 | 1 | -6 | 0 | 1.1 | -1
COc1cccc(CN2CCN(CC(=O)NCCc3ccccc3)CC2)c1 | 0.0 | -4 | 10 | 3.3 | 3.2 | -1.0 | -5 | -7 | -5 | 0.7 | -3
CCOC(=O)C[C@H]1c2ccc(C(F)(F)F)cc2S(=O)(=O)N1Cc1ccccc1 | -1.2 | 7 | 0.2 | 0.1 | 0.0 | 0.4 | 0 | 1 | 0 | -0.2 | 1
CCN(CC)N=Nc1ccc(S(=O)(=O)Nc2c(C)n(C)n(-c3ccccc3)c2=O)cc1 | 0.1 | 1 | 0.6 | -0.4 | -0.1 | 0.8 | 2 | -2 | -22 | 0.5 | 2
CCOc1ccc(S(=O)(=O)NCCC(=O)NCCOc2ccccc2)cc1 | -1.3 | -3 | 0.0 | 0.1 | -1.2 | -1.4 | -4 | -7 | 5 | -0.5 | -1
Cc1csc(NC(=O)CSCC(=O)Nc2ccccc2)n1 | -0.5 | -5 | -1.3 | 0.9 | -0.1 | -0.9 | -1 | 1 | -4 | 0.5 | -1
CCC(C)(C)NC(=O)CN(C(=O)C(=O)Nc1ccc2c(c1)OCCO2)C(C)(C)CC | -1.5 | -6 | -0.9 | 0.6 | 0.9 | 0.3 | 0 | -4 | -2 | -0.1 | -3
COc1ccc(-c2cnc3c(c2)C(=O)N([C@H](C)CO)C[C@H](C)[C@H](CN(C)C(=O)Cc2cccnc2)O3)cc1 | -1.1 | -38 | 0.4 | 1.0 | 0.4 | 0.7 | -9 | -12 | 0 | -0.9 | -4
COc1ccc(/C=N/NC(=O)C2CC2)c(OC)c1OC | -1.1 | -7 | 0.6 | 0.9 | -1.7 | -0.8 | 0 | -2 | 5 | 1.0 | 0
CCn1c(C(O)c2ccc(C)cc2)nc2ccccc21 (centres undefined) | 0.3 | -2 | 4.0 | -0.9 | -0.8 | -0.2 | 3 | 1 | -1 | -1.1 | -1
O=C(/C=C/c1ccc(F)cc1)NCc1ccco1 | -1.6 | -7 | 3.9 | 2.5 | 0.7 | 0.8 | 0 | -2 | 11 | 0.5 | -4
CCCCCN(C(=O)CCC(=O)OC(C)C(=O)c1ccc(CC)cc1)c1c(N)n(CCCC)c(=O)[nH]c1=O (centres undefined) | -2.0 | -13 | 1.5 | -0.3 | 2.1 | -0.3 | 4 | -1 | -3 | 0.6 | -3

Three compounds already listed, ordered by count of non-hydrogen atoms, highest first.
SMILES | ssDAF-12 act | ADAM10 inh | hgDAF12 agonist | FXN GAA850 act | hcDAF-12 act | DAX1 inh-1 | PLC-gamma1 inh | PLCb3 inh | sPLA2-III inh | DAX1 inh-2 | ADAM17 inh
CCC(C)(C)NC(=O)CN(C(=O)C(=O)Nc1ccc2c(c1)OCCO2)C(C)(C)CC | -1.5 | -6 | -0.9 | 0.6 | 0.9 | 0.3 | 0 | -4 | -2 | -0.1 | -3
CCOc1ccc(S(=O)(=O)NCCC(=O)NCCOc2ccccc2)cc1 | -1.3 | -3 | 0.0 | 0.1 | -1.2 | -1.4 | -4 | -7 | 5 | -0.5 | -1
CCCC[C@@H]1CCCO[C@@](C(=O)NCc2ccc(C)o2)(C(F)(F)F)C1 | -1.7 | 5 | 1.4 | 2.2 | 0.6 | 0.5 | -1 | 0 | 0 | 0.0 | 2

Ordered by the number under ssDAF-12 act (smallest number first): 3 of the compounds above
canonical_smiles	ssDAF-12 act
CCCCCN(C(=O)CCC(=O)OC(C)C(=O)c1ccc(CC)cc1)c1c(N)n(CCCC)c(=O)[nH]c1=O (centres undefined)	-2.0
Cc1ccc(CCNC(=O)C2CC(c3ccccc3C(F)(F)F)=NO2)cc1 (centres undefined)	-1.5
Cc1ccc([N+](=O)[O-])cc1S(=O)(=O)Nc1ccc(-c2ccc(N3CCCC3)nn2)cc1	-0.5
